Screening results from PubChem.
GoLoco inh red: RGS12 GoLoco-Gai1 interaction inhibition. P63096. AID 880. 0.44% of 230,000 active. Potency, µM (titrated, usually from 61.6 µM), for inactives: at the highest dose activity, negative = inhibition, actives largely listed as inhibitors. Gai1:RGS12 GoLoco peptide FP, rhodamine, 10 min; active means well fitted inhibition curve with a large enough effect, not every such curve was filed as active; inactive means no such curve, though single readings can be large or run the other way; further: nearly all actives have a fitted effect of over 30% in size; many of its hits are not listed in these tables
TR SRC2 fluor cs: alters Texas Red total fluorescence, flagging assay interference; TRb/SRC2 Texas Red total fluorescence interference; AID 1479; 0.29% of 280,000 active; Potency, µM (top dose mostly 106 µM), inactives show at the top dose fluorescence change, negative = quenching; active means well fitted curve in either direction with a large enough effect; inconclusive means small, poorly fitted or top-dose-only effect
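Human TRβ ligand-binding domain (0.6 uM) and Texas Red SRC2 peptide (20 nM) in Tris buffer with 1 uM T3 and 5% DMSO were incubated with pinned compound for 5 hr at ambient temperature. Total fluorescence was computed as S + 2P (555/632 nm).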
GAA inhib: blocks human lysosomal alpha-glucosidase. purified human GAA, 4-MU-alpha-glucoside fluorescence. Potency, µM (titrated, usually from 76.9 µM), without a hit: top-dose activity change, negative = inhibition, actives largely listed as inhibitors. 0.005% of 200,000 active. AID 1466;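 further: plate controls were uninhibited enzyme wells for no effect and no-enzyme background for full effect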
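Compounds are titrated up to 77 uM against 4 nM human enzyme. Substrate 4-methylumbelliferyl-alpha-D-pyranoside (400 uM) reacts 20 min at room temperature in pH 5.0 buffer; liberated 4-methylumbelliferone is read at 440 nm.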
TRb SRC2 PPI: inhibitors of human thyroid hormone receptor beta-SRC2 interaction; TRbeta-SRC2 peptide binding, fluorescence polarization; receptor liganded with 1 µM T3; Potency, µM (doses to about 106 µM), without a hit: at the highest dose activity change, negative = inhibition, hits mostly inhibitors; 0.065% of 280,000 active;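 further: plate controls were bound peptide for no effect and peptide without receptor for full effect; nearly all actives have a fitted effect of over 50% in size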
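Human TRb LBD (0.6 uM) plus Texas Red-labeled SRC2 peptide (20 nM), 1uM T3, 5% DMSO, 5 hr at ambient temperature. Decreased polarization (555/632 nm) flags inhibition; data normalized to free and bound peptide controls.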
GAA glycogen mod: GAA glycogen-cleavage inhibition or activation; P10253; recombinant GAA, glycogen substrate, Amplex Red glucose oxidase fluorescence; Potency, µM (doses to about 76.4 µM), for the others: at the highest dose activity change, negative = inhibition, hits mostly inhibitors; 0.38% of 300,000 active; AID 2100;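 further: 0% = full enzyme reaction and -100% = no-enzyme basal signal; the screen sought inhibitors and activators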
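Recombinant human alpha-glucosidase (4 nM final) hydrolysed bovine liver glycogen (30 ug) for 40 min at 37 C in pH 5.0 citrate/phosphate with 0.01% Tween-20. Released glucose detected by glucose oxidase/Amplex Red, Ex 573/Em 610 nm. Compounds up to 77 uM; AC50 from Hill fits.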
L3MBTL1 inh: L3MBTL1 (human) inhibition. Potency, µM (series often up to 57.1 µM), for inactives: top-dose activity, negative = inhibition, most hits filed as inhibitors. 0.66% of 230,000 active. AlphaScreen L3MBTL1–H3K9me1 peptide binding. AID 485360; further: nearly all actives have a fitted effect of over 60% in size
Target sequence (Q9Y468 whole entry, looked up): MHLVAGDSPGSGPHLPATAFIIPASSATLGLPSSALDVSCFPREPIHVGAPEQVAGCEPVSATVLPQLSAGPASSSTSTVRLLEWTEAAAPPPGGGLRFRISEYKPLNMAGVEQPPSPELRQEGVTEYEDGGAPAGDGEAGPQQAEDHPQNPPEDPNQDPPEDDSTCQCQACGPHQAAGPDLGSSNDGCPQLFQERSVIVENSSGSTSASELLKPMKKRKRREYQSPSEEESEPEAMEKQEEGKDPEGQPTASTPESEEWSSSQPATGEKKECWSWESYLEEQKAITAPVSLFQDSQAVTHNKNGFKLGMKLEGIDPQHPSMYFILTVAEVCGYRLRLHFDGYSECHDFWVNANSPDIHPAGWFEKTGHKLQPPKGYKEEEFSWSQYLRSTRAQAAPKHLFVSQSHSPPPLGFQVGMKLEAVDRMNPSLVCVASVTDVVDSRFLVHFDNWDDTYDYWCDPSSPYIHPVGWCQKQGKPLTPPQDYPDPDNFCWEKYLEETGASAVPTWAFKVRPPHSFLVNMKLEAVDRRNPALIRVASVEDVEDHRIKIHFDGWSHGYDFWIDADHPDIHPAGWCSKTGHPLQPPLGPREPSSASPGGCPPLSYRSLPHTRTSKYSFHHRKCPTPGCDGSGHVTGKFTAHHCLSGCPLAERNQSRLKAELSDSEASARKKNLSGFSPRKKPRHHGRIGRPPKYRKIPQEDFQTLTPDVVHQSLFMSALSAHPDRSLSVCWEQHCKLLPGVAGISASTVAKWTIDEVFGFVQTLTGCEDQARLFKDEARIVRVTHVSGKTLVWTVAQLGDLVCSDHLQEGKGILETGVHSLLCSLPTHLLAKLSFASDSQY
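AlphaScreen proximity signal between nickel-chelate acceptor and streptavidin donor beads (final 10 ug/mL) reports binding of 50 nM L3MBTL1 to 75 nM biotin-H3 K9me1 peptide; complex incubated with compounds 30 min at room temperature; cefsulodin titration as control.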
GAA spleen mod: lysosomal alpha-glucosidase (human) modulation. P10253. human spleen homogenate, 4-MU-alpha-glucoside fluorescence. Potency, µM (titrated, usually from 79.9 µM), for inactives: at the highest dose activity change, negative = inhibition, usual class: inhibitors. 0.006% of 240,000 active. AID 2112;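 further: 0% = enzyme with vehicle and -100% = no enzyme basal signal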
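Human spleen homogenate (1 ug) incubated with compounds and 1 mM 4-methylumbelliferyl-alpha-D-glucopyranoside in pH 5.0 citrate/phosphate buffer, 37 C, 40 min. Stopped at pH 10; 4-MU fluorescence (Ex 365/Em 440 nm); AC50 by Hill fit.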
RECQ1 helicase: blocks DNA unwinding by human RECQ1; P46063; RECQ1 DNA unwinding, red fluorescence kinetic read; Potency, µM (doses to about 57.3 µM), inactives show top-dose activity, negative = inhibition, hits mostly inhibitors; 0.54% of 240,000 active; AID 2549;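 further: plate controls were vehicle for no effect and no enzyme for full effect; nearly all actives have a fitted effect of over 30% in size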
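RECQ1T1 50 nM; forked duplex (20 bp + 30-nt ss tails) 200 nM, ATP 2 mM final; pH 8.0, 2 mM MgCl2, 2.5 ug/ml poly(dI-dC); 15 min compound preincubation; discontinuous kinetic read over 2 h at RT.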
Active calls of the source: *; i = inactive; ? = inconclusive; . = no result given; [ ] = dose if it differs, or a comment. Unless noted, the call rests on the fitted dose curve; in most records, active means well fitted curve in the direction sought with a large enough effect; inconclusive means small, poorly fitted or top-dose-only effect, or another doubt; inactive means no such curve, though single readings can be large; an effect the other way counts as inactive or inconclusive. Unless noted, on the % scale 0 is the no-effect control and ±100 the full control effect; potency means the concentration at half of the fitted maximal effect. Not all compounds are listed; the hit share may differ from the screen's.

Start of the listing, in advance, 2 compounds:
Assay codes – A = GoLoco inh red; B = TR SRC2 fluor cs; C = GAA inhib; D = TRb SRC2 PPI; E = GAA glycogen mod; F = L3MBTL1 inh; G = GAA spleen mod; H = RECQ1 helicase
> CC(=O)c1oc2ccccc2c1NC(=O)CN1CCCCC1
  A: 4%	B: 3%	C: -1%	D: 7%	E: 4%	F: 2%	G: 3%	H: i
> O=C(Nc1nsc(-c2ccccc2)n1)c1ccncc1
  A: -3%	B: -3%	C: -5%	D: -1%	E: 2%	F: 4%	G: 1%	H: 3%

The whole of this part, previewed entries included:
Assay codes – A = GoLoco inh red; B = TR SRC2 fluor cs; C = GAA inhib; D = TRb SRC2 PPI; E = GAA glycogen mod; F = L3MBTL1 inh; G = GAA spleen mod; H = RECQ1 helicase
> CC(=O)c1oc2ccccc2c1NC(=O)CN1CCCCC1
  A: 4%	B: 3%	C: -1%	D: 7%	E: 4%	F: 2%	G: 3%	H: i
> O=C(Nc1nsc(-c2ccccc2)n1)c1ccncc1
  A: -3%	B: -3%	C: -5%	D: -1%	E: 2%	F: 4%	G: 1%	H: 3%
> C/C(=N\Nc1ccc(Cl)c(C(=O)O)c1)c1ccc2c(c1)OCO2
  A: -5%	B: -2%	C: 4%	D: -1%	E: ?	F: ?	G: -11%	H: -7%
> CCC(C)NC(=O)c1ccccc1-c1ccccc1C(=O)NC(C)CC (centres undefined)
  A: 15%	B: 17%	C: .	D: -4%	E: 3%	F: -3%	G: 2%	H: -15%
> COc1ccc([N+](=O)[O-])cc1NC(=O)C1(c2ccccc2)CCOCC1
  A: 4%	B: -1%	C: 0%	D: 2%	E: 13%	F: .	G: -6%	H: -3%
> CCOC(=O)c1cn(CC)c2cc(N3CCOCC3)c(F)cc2c1=O
  A: -3%	B: 0%	C: 3%	D: 6%	E: 3%	F: 17%[11.4 µM]	G: -2%	H: 0%
> COc1ccc(-n2ncc3c(NCC(C)C)ncnc32)cc1
  A: -1%	B: -2%	C: -6%	D: -4%	E: 1%	F: 10%	G: -3%	H: -7%
> CCOC(=O)C1=C(Nc2ccc(C)cc2)CC(C)(O)C(C(=O)OCC)C1c1ccccc1 (centres undefined)
  A: -9%	B: 2%	C: ?	D: 12%	E: 3%	F: 0%	G: -5%	H: -1%
> CC(C)c1ccc(NC(=O)N2CCc3ccccc3C2)cc1
  A: 2%	B: -1%	C: -9%	D: 2%	E: -1%	F: 4%	G: 6%	H: i
> COc1ccc(/C=N/NC(=O)c2ccc(CSc3nncn3C)cc2)cc1OC
  A: 6%	B: -1%	C: 5%	D: -4%	E: 3%	F: -11%	G: 8%	H: 1%

3 neighbouring entries already listed, quoted:
Assay codes – A = GoLoco inh red; B = TR SRC2 fluor cs; C = GAA inhib; D = TRb SRC2 PPI; E = GAA glycogen mod; F = L3MBTL1 inh; G = GAA spleen mod; H = RECQ1 helicase
> O=C(Nc1nsc(-c2ccccc2)n1)c1ccncc1
  A: -3%	B: -3%	C: -5%	D: -1%	E: 2%	F: 4%	G: 1%	H: 3%
> C/C(=N\Nc1ccc(Cl)c(C(=O)O)c1)c1ccc2c(c1)OCO2
  A: -5%	B: -2%	C: 4%	D: -1%	E: ?	F: ?	G: -11%	H: -7%
> CCC(C)NC(=O)c1ccccc1-c1ccccc1C(=O)NC(C)CC (centres undefined)
  A: 15%	B: 17%	C: .	D: -4%	E: 3%	F: -3%	G: 2%	H: -15%

Continuation.
Assay codes – A = GoLoco inh red; B = TR SRC2 fluor cs; C = GAA inhib; D = TRb SRC2 PPI; E = GAA glycogen mod; F = L3MBTL1 inh; G = GAA spleen mod; H = RECQ1 helicase
> CCn1c(C)cc(/C=C2/SC(=S)NC2=O)c1C
  A: 5%	B: -2%	C: -7%	D: -6%	E: 3%	F: -2%	G: -8%	H: 0%
> Oc1ccc(/C=N/Nc2nc(-c3cccnc3)nc3ccccc23)c(O)c1
  A: 44%[activator]	B: -17%	C: .	D: 9%	E: ?	F: -27%	G: -9%	H: -1%
> CN(C(=O)CC1C(=O)NCCN1C/C=C/c1ccccc1)C1CCOCC1 (centres undefined)
  A: 19%	B: -5%	C: 8%	D: -4%	E: 7%	F: 0%	G: -18%	H: i
> CCc1nnc(NC(=O)/C=C/c2ccco2)s1
  A: 1%	B: 3%	C: -4%	D: 0%	E: 7%	F: -1%	G: -4%	H: -2%
> CC(=O)CC(C)(C)S(=O)(=O)c1ccc(Oc2ccc(S(=O)(=O)C(C)(C)CC(C)=O)cc2)cc1
  A: -9%	B: -1%	C: 2%	D: 7%	E: -3%	F: 10%[11.4 µM]	G: 2%	H: 4%
> Cc1c(C)n(CCC(=O)O)c2ccccc12
  A: 192%[activator]	B: -1%	C: ?	D: 2%	E: -5%	F: -16%	G: 0%	H: -2%
> COCCSc1ccccc1C(=O)NCc1cccnc1
  A: -31%	B: 1%	C: 3%	D: -2%	E: 14%	F: -4%	G: 0%	H: -1%
> O=C(CCc1nc2ccccc2[nH]1)NCc1ccc2c(c1)OCO2
  A: -4%	B: -4%	C: -8%	D: -3%	E: -1%	F: 25%	G: -5%	H: -10%
> Cc1cc(C)nc(N2C(=O)CC(Cc3ccc(Cl)cc3)C2=O)n1 (centres undefined)
  A: 10%	B: -1%	C: 6%	D: -2%	E: -4%	F: 13%	G: 7%	H: i
> Cn1c(NC(=O)Cc2cccc3ccccc23)cc(=O)n(C)c1=O
  A: 2%	B: 0%	C: 0%	D: -8%	E: -16%	F: .	G: -23%	H: 1%

Assay codes – A = GoLoco inh red; B = TR SRC2 fluor cs; C = GAA inhib; D = TRb SRC2 PPI; E = GAA glycogen mod; F = L3MBTL1 inh; G = GAA spleen mod; H = RECQ1 helicase
> CCC(=O)Nc1ccc2c(c1)nc1n2CCSC1
  A: 6%	B: -4%	C: 8%	D: -6%	E: 2%	F: -1%	G: 4%	H: -4%
> OCC(O)CN(c1ccccc1)c1ccccc1 (centres undefined)
  A: 1%	B: -2%	C: 6%	D: 1%	E: 1%	F: .	G: 4%	H: -4%
> CC(=O)C1=C(C)OC2(O)c3ccccc3C(=O)C12O (centres undefined)
  A: 8%	B: 2%	C: .	D: -21%	E: -10%	F: -9%	G: 2%	H: ?
> COc1ccccc1NC(=O)CSc1nnc(-c2ccncc2)n1CC1CCCO1 (centres undefined)
  A: 10%	B: 1%	C: -5%	D: -9%	E: 4%	F: -10%[11.4 µM]	G: -4%	H: i
> O=C(/C=C\c1cccs1)N1CCN(Cc2ccc3c(c2)OCO3)CC1
  A: -1%	B: -1%	C: -1%	D: -1%	E: 10%	F: .	G: -15%	H: 3%
> COc1ccc(C2=NN(c3nc4ccccc4s3)C(=O)/C2=C\N(C)C)cc1
  A: -4%	B: -9%	C: 3%	D: -4%	E: 1%	F: 10%	G: 0%	H: -3%
> NC(=S)N1CCCc2ccccc21
  A: 9%	B: -2%	C: .	D: 4%	E: 3%	F: -4%	G: 5%	H: -2%
> CN(/C=C/c1c([N+](=O)[O-])c(=O)n(C)c(=O)n1C)c1ccccc1
  A: 12%	B: -4%	C: 11%	D: -6%	E: 0%	F: -2%	G: -1%	H: i

Full records as entered above. Order of screens: GoLoco inh red, TR SRC2 fluor cs, GAA inhib, TRb SRC2 PPI, GAA glycogen mod, L3MBTL1 inh, GAA spleen mod, RECQ1 helicase
`NC(=S)N1CCCc2ccccc21` is entered as 9%, -2%, ., 4%, 3%, -4%, 5%, -2%
`O=C(/C=C\c1cccs1)N1CCN(Cc2ccc3c(c2)OCO3)CC1` is entered as -1%, -1%, -1%, -1%, 10%, ., -15%, 3%
`OCC(O)CN(c1ccccc1)c1ccccc1` (centres undefined) is entered as 1%, -2%, 6%, 1%, 1%, ., 4%, -4%
`CC(=O)C1=C(C)OC2(O)c3ccccc3C(=O)C12O` (centres undefined) is entered as 8%, 2%, ., -21%, -10%, -9%, 2%, ?
`COc1ccc(C2=NN(c3nc4ccccc4s3)C(=O)/C2=C\N(C)C)cc1` is entered as -4%, -9%, 3%, -4%, 1%, 10%, 0%, -3%
